Source: PubChem BioAssay
LEDGF integ inh – blocks HIV-1 LEDGF/p75-dependent DNA integration; TR-FRET IN-LEDGF/p75 DNA integration, Eu/Cy5; inhibition, % at 3.7 µM; 370,000 tested, 0.64% active;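 active means inhibition above the screen-wide mean plus 3 SD, cut at about 13% in these data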;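 further: signal is the Cy5 over europium emission ratio at 671 and 618 nm; 0% = plate median of compound wells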
DDE Tn7 FP inh – inhibitors of Tn7 peptide binding to human fibrin DD(E) | P02675 | 370,000 tested, 0.13% active | AID 720508 | FP displacement of FITC-Tn7 peptide from fibrin DD(E); 0% = median of compound wells per plate | inhibition, % at 8.3 µM;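 active means inhibition above the mean of compounds falling within the control limits plus 3 SD of them, cut at about 14% in these data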;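 further: 0% = plate median of compound wells and 100% = 10 µM Aha-Tn7 peptide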
Target sequence (P02675 whole entry, looked up): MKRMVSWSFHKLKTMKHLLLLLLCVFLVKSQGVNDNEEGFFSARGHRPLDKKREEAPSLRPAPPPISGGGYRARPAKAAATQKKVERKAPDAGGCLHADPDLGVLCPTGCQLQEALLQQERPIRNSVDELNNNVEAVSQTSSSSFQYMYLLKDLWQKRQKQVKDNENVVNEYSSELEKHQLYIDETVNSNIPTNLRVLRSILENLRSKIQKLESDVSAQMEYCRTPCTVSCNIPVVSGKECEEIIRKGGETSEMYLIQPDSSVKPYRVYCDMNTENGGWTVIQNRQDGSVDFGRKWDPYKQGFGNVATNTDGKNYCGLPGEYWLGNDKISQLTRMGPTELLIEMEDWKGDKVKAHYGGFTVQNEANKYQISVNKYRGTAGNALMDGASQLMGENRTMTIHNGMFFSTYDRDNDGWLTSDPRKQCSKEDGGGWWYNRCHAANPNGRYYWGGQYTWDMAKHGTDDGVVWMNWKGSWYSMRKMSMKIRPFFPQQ
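Test system – human fibrin DD(E) · Times – 10 min preincubation, 3 h with tracer, room temperature · Detection – fluorescence polarization of the labelled Tn7 tracer · Measure – percent inhibition normalized to high-control wells · Benchmarks – high control wells with 10 µM unlabelled Aha-Tn7 peptide (full inhibition) · Repeats – singlicate testing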
DDE Tn6 FP inh – disrupts Tn6 cyclic peptide binding to fibrin D-Dimer-E complex | P02675 | Fibrin DD(E) TRITC-Tn6 fluorescence polarization displacement | inhibition, % at 8.3 µM | 370,000 tested, 0.21% active;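 active means inhibition above a per-campaign cutoff: mean of compounds within control limits plus 3 SD, cut at about 15% in these data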;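 further: 0% = median of all compound wells on the plate and 100% = blocking peptide control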
proKLK7 act – activators of human kallikrein-7 zymogen | P49862 | purified proKLK7, EDANS-DABCYL substrate fluorescence; 100% is mature enzyme control, 0% vehicle | activation, % at 7 µM | 370,000 tested, 0.9% active | AID 652039;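 active means activation above the mean of all tested compounds plus 3 SD, computed per campaign excluding outliers beyond control limits, cut at about 13% in these data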
UHRF1 binding – UHRF1 methyl-DNA binding inhibition; 370,000 tested, 0.75% active; Q96T88; AID 687016; inhibition, % at 4.4 µM; UHRF1 binding to methylated oligo, TR-FRET; in the data active means inhibition above about 21%;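 further: UHRF1 SRA domain binding a hemimethylated CpG hairpin DNA probe; 0% = median of test compound wells and 100% = reference inhibitor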
MBD2 DNA inh – inhibitors of human MBD2 binding to methylated oligonucleotide; TR-FRET; inhibition, % at 4.4 µM; 370,000 tested, 0.31% active; AID 686964; in the data active means inhibition above about 13%
TCR CD3 inh – blocks the human TCR-CD3 interaction; TAMRA-labeled TCR probe fluorescence, biochemical; inhibition, % at 9.4 µM; 360,000 tested, 0.37% active; in the data active means inhibition above about 19%;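 further: recombinant mutant TCR 2C K166C tagged with TAMRA read by polarization; 0% = receptor in buffer alone and 100% = receptor with positive control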
SIAE primary – blocks human sialic acid acetylesterase. inhibition, % at 9.66 µM. Q9HAT2. SIAE FP-Rh probe binding, fluorescence polarization. 370,000 tested, 0.69% active;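 active means inhibition above a cutoff: mean of compounds within the control limits plus 3 SD of those, cut at about 17% in these data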;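 further: 0% = plate median of compound wells and 100% = probe without SIAE protein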
TDP2 absorb – blocks human TDP2 phosphodiesterase activity | inhibition, % at 12.8 µM | recombinant TDP2, T5PNP hydrolysis, p-nitrophenol absorbance 415 nm | 370,000 tested, 0.34% active | O95551;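 active means inhibition above the mean of all tested compounds plus 3 SD, set per campaign, cut at about 25% in these data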;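 further: 0% = DMSO with enzyme and 100% = buffer with substrate but no TDP2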
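Evaluation: % inhibition relative to enzyme-containing and enzyme-free wells. Material: recombinant human TDP2. Benchmarks: enzyme-free and DMSO wells. Timing: enzyme reaction with compound for 2 h at 37 °C. Compound dosing: 12.8 µM only. Measured by: p-Nitrophenol epi absorbance. Reagent: T5PNP substrate at 5 mM, a TopII-DNA adduct mimic. Replication: single well per compound.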
PRMT1 inh – blocks human protein arginine methyltransferase 1; Q99873; recombinant PRMT1, activity-based probe fluorescence polarization; inhibition, % at 2.79 µM; 370,000 tested, 1.3% active; AID 652257;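 active means inhibition above about 21% made by adding two undisclosed values, limit read from the data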
Target sequence (Q99873 whole entry, looked up): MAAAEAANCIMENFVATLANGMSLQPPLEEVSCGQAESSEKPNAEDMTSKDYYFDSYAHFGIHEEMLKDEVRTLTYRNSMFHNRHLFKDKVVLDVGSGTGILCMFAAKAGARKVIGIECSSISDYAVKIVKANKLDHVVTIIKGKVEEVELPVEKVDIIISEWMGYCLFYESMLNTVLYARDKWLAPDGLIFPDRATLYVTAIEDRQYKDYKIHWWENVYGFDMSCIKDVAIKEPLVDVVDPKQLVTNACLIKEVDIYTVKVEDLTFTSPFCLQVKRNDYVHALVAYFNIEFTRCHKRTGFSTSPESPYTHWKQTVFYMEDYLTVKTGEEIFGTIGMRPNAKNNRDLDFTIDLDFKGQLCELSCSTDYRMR
Starred values were filed as active, the others as inactive. Outcome played no part in choosing rows; any-hit rate near 4.6%.

Screening O=C(c1ccc2[nH]c(=O)c(=O)[nH]c2c1)N1CCc2ccccc2C1 returned LEDGF integ inh -7, DDE Tn7 FP inh -2, DDE Tn6 FP inh 2, proKLK7 act 5.6, UHRF1 binding 3, MBD2 DNA inh 0, TCR CD3 inh -6, SIAE primary -2, TDP2 absorb -5 and PRMT1 inh -1.
For CCOC(=O)c1nnn(-c2nonc2N)c1-c1ccc(F)cc1 the results were LEDGF integ inh -6, DDE Tn7 FP inh 2, DDE Tn6 FP inh -2, proKLK7 act -0.1, UHRF1 binding 1, MBD2 DNA inh -2, TCR CD3 inh 6, SIAE primary 2, TDP2 absorb -1 and PRMT1 inh 0.
`CCOC(=O)C1CCN(c2cc3c(cc2NC(=O)c2ccc(F)cc2)n(C)c(=O)n3C)CC1` gave LEDGF integ inh 0, DDE Tn7 FP inh 2, DDE Tn6 FP inh 4, proKLK7 act 1.6, UHRF1 binding 2, MBD2 DNA inh 7, TCR CD3 inh 0, SIAE primary 1, TDP2 absorb 9 and PRMT1 inh 4.
Screening O=C(COC(=O)CNC(=O)c1ccccc1F)Nc1ncc(Cl)cc1Cl returned LEDGF integ inh 4, DDE Tn7 FP inh -5, DDE Tn6 FP inh 2, proKLK7 act 0.5, UHRF1 binding -1, MBD2 DNA inh -7, TCR CD3 inh 6, SIAE primary 1, TDP2 absorb -6 and PRMT1 inh 3.
`CCN(C(=O)CSc1cccc[n+]1[O-])C1CCCCC1` gave LEDGF integ inh -6, DDE Tn7 FP inh 0, DDE Tn6 FP inh -7, proKLK7 act 0.5, UHRF1 binding 3, MBD2 DNA inh 0, TCR CD3 inh 4, SIAE primary 6, TDP2 absorb -7 and PRMT1 inh 10.
`CCN(CC(=O)Nc1c(F)cccc1F)C(=O)C1CC(=O)N(CCc2ccc(OC)c(OC)c2)C1` (stereo not drawn) gave LEDGF integ inh 6, DDE Tn7 FP inh 0, DDE Tn6 FP inh 0, proKLK7 act 1.0, UHRF1 binding 0, MBD2 DNA inh -1, TCR CD3 inh 2, SIAE primary -4, TDP2 absorb -16 and PRMT1 inh -8.
`CC(C)(C)NC(=O)c1ccnc(C(C)(C)C)c1` gave LEDGF integ inh 2, DDE Tn7 FP inh -2, DDE Tn6 FP inh -1, proKLK7 act -0.7, UHRF1 binding -3, MBD2 DNA inh -5, TCR CD3 inh 2, SIAE primary 0, TDP2 absorb 1 and PRMT1 inh -5.
Screening O=C(Nc1ccccc1)N1N=C(c2cccs2)CC1c1cccs1 (stereo not drawn) returned LEDGF integ inh -1, DDE Tn7 FP inh -1, DDE Tn6 FP inh 0, proKLK7 act 0.7, UHRF1 binding 2, MBD2 DNA inh 5, TCR CD3 inh -5, SIAE primary 3, TDP2 absorb -6 and PRMT1 inh 1.
Cc1c(NC(=O)C(C)Oc2cccc(F)c2)c(=O)n(-c2ccccc2)n1C (stereo not drawn) was read as LEDGF integ inh -1, DDE Tn7 FP inh -5, DDE Tn6 FP inh -2, proKLK7 act -0.4, UHRF1 binding 2, MBD2 DNA inh -4, TCR CD3 inh 6, SIAE primary -2, TDP2 absorb -7 and PRMT1 inh 2.
O=[N+]([O-])c1cccnc1Oc1cccnc1 was read as LEDGF integ inh -1, DDE Tn7 FP inh 3, DDE Tn6 FP inh -8, proKLK7 act 0.5, UHRF1 binding 1, MBD2 DNA inh 5, TCR CD3 inh -4, SIAE primary -2, TDP2 absorb 8 and PRMT1 inh 5.
`CC(C)NC(=O)CCCn1cc([N+](=O)[O-])cn1` gave LEDGF integ inh 7, DDE Tn7 FP inh 1, DDE Tn6 FP inh 7, proKLK7 act -0.2, UHRF1 binding 6, MBD2 DNA inh 3, TCR CD3 inh 3, SIAE primary -2, TDP2 absorb -13 and PRMT1 inh -3.
N#CC1=C(N)Oc2n[nH]c(-c3cccs3)c2C1c1ccncc1 (stereo not drawn) was read as LEDGF integ inh 0, DDE Tn7 FP inh -1, DDE Tn6 FP inh 0, proKLK7 act -0.1, UHRF1 binding -10, MBD2 DNA inh -2, TCR CD3 inh 1, SIAE primary -2, TDP2 absorb 16 and PRMT1 inh -2.
`CCc1noc(C)c1C(=O)NNC(=O)c1ccc(F)cc1` gave LEDGF integ inh 2, DDE Tn7 FP inh -1, DDE Tn6 FP inh -6, proKLK7 act 0.0, UHRF1 binding -1, MBD2 DNA inh -2, TCR CD3 inh -2, SIAE primary -2, TDP2 absorb -4 and PRMT1 inh -3.
`C[C@H]1CN([C@@H](C)CO)S(=O)(=O)c2ccc(/C=C/c3ccccc3)cc2O[C@H]1CN(C)C(=O)NC1CCCCC1` gave LEDGF integ inh -1, DDE Tn7 FP inh 0, DDE Tn6 FP inh -8, proKLK7 act 0.4, UHRF1 binding -1, MBD2 DNA inh 2, TCR CD3 inh -2, SIAE primary -10, TDP2 absorb 2 and PRMT1 inh 0.
Screening COc1ccc(OC)c(C2/C(=C(/O)c3ccc(C)cc3)C(=O)C(=O)N2Cc2ccco2)c1 (stereo not drawn) returned LEDGF integ inh -2, DDE Tn7 FP inh 0, DDE Tn6 FP inh 6, proKLK7 act -0.2, UHRF1 binding -3, MBD2 DNA inh -3, TCR CD3 inh 4, SIAE primary 9, TDP2 absorb 8 and PRMT1 inh 1.
`CCn1nc(C)cc1C(=O)N1CCCC(C(=O)c2ccc3ccccc3c2)C1` (stereo not drawn) gave LEDGF integ inh 0, DDE Tn7 FP inh 2, DDE Tn6 FP inh 0, proKLK7 act 0.1, UHRF1 binding 2, MBD2 DNA inh -3, TCR CD3 inh 8, SIAE primary 0, TDP2 absorb -8 and PRMT1 inh 2.
`Cc1cccc(-n2ncc3c2CCCC3NC(=O)CC(F)(F)F)c1C` (stereo not drawn) gave LEDGF integ inh -3, DDE Tn7 FP inh 1, DDE Tn6 FP inh -6, proKLK7 act -0.3, UHRF1 binding 5, MBD2 DNA inh 10, TCR CD3 inh -6, SIAE primary 1, TDP2 absorb -18 and PRMT1 inh 8.
CCOCCCNC(=O)CN1C(=O)COc2ccc(S(=O)(=O)N3CCCCCC3)cc21 was read as LEDGF integ inh -2, DDE Tn7 FP inh 4, DDE Tn6 FP inh 6, proKLK7 act -0.1, UHRF1 binding 0, MBD2 DNA inh -6, TCR CD3 inh 2, SIAE primary -5, TDP2 absorb 11 and PRMT1 inh 1.
CSc1nsc(SCC(=O)N2CCCCC2)n1 was read as LEDGF integ inh 3, DDE Tn7 FP inh -5, DDE Tn6 FP inh -9, proKLK7 act 0.4, UHRF1 binding -2, MBD2 DNA inh 3, TCR CD3 inh 4, SIAE primary 5, TDP2 absorb 1 and PRMT1 inh -3.
`CC(OC(=O)c1ccc(S(=O)(=O)NCc2ccco2)cc1)C(=O)Nc1ncc(Cl)cc1Cl` (stereo not drawn) gave LEDGF integ inh 1, DDE Tn7 FP inh 1, DDE Tn6 FP inh -1, proKLK7 act -0.1, UHRF1 binding 0, MBD2 DNA inh 2, TCR CD3 inh 8, SIAE primary -3, TDP2 absorb 3 and PRMT1 inh 0.
`COc1ccccc1NC(=O)CSc1nnc(CSc2nc(C)cc(C)n2)o1` gave LEDGF integ inh -3, DDE Tn7 FP inh -4, DDE Tn6 FP inh -4, proKLK7 act 0.1, UHRF1 binding 3, MBD2 DNA inh 5, TCR CD3 inh -5, SIAE primary -1, TDP2 absorb 7 and PRMT1 inh 1.
Screening NC(=O)CC1C(=O)N(c2ccc(F)cc2)C(=O)N1NC(=O)CCc1ccccc1 (stereo not drawn) returned LEDGF integ inh -1, DDE Tn7 FP inh 13, DDE Tn6 FP inh 3, proKLK7 act 0.6, UHRF1 binding 4, MBD2 DNA inh -4, TCR CD3 inh 0, SIAE primary 10, TDP2 absorb 3 and PRMT1 inh 1.
`CC1(C(=O)Nc2ccc3c(c2)OCO3)CCN1C(=O)C1CCCCC1` (stereo not drawn) gave LEDGF integ inh 9, DDE Tn7 FP inh 2, DDE Tn6 FP inh 0, proKLK7 act 0.1, UHRF1 binding 4, MBD2 DNA inh 1, TCR CD3 inh -2, SIAE primary -8, TDP2 absorb -5 and PRMT1 inh -2.
Screening C=CCNC(=O)c1ccccc1NS(=O)(=O)c1ccccc1 returned LEDGF integ inh 0, DDE Tn7 FP inh 7, DDE Tn6 FP inh 8, proKLK7 act -0.1, UHRF1 binding 0, MBD2 DNA inh -4, TCR CD3 inh 1, SIAE primary 5, TDP2 absorb -5 and PRMT1 inh 1.
Screening CCOC(=O)C1CCCN(C(=O)c2cc(-c3ccco3)nc3ccccc23)C1 (stereo not drawn) returned LEDGF integ inh 25*, DDE Tn7 FP inh 3, DDE Tn6 FP inh 2, proKLK7 act 31*, UHRF1 binding 38*, MBD2 DNA inh 20*, TCR CD3 inh 21*, SIAE primary 9, TDP2 absorb 0 and PRMT1 inh 20.
For O=C(NC(NC(=S)Nc1cc(Cl)ccc1Cl)C(Cl)(Cl)Cl)c1ccco1 (stereo not drawn) the results were LEDGF integ inh -2, DDE Tn7 FP inh 1, DDE Tn6 FP inh 0, proKLK7 act 1.7, UHRF1 binding -4, MBD2 DNA inh 3, TCR CD3 inh -2, SIAE primary -38, TDP2 absorb 4 and PRMT1 inh -6.
Screening Cc1ccc(C)c(N2CCN(C(=O)CCc3nc(-c4ccc(Cl)cc4)no3)CC2)c1 returned LEDGF integ inh -3, DDE Tn7 FP inh 3, DDE Tn6 FP inh -2, proKLK7 act -0.2, UHRF1 binding -1, MBD2 DNA inh 2, TCR CD3 inh 4, SIAE primary -4, TDP2 absorb 2 and PRMT1 inh 1.
`CCCCNC(=O)[C@H]1C[C@H]1[C@@H](O)[C@H](CO)NC(=O)[C@H](Cc1ccccc1)NC(=O)OC(C)(C)C` gave LEDGF integ inh -3, DDE Tn7 FP inh -3, DDE Tn6 FP inh -2, proKLK7 act 0.1, UHRF1 binding 0, MBD2 DNA inh -2, TCR CD3 inh -2, SIAE primary 5, TDP2 absorb -10 and PRMT1 inh -4.
Screening N#CCCN(C(=S)Nc1ccc(Cl)c(Cl)c1)C1CCCCC1 returned LEDGF integ inh 2, DDE Tn7 FP inh -2, DDE Tn6 FP inh -3, proKLK7 act -0.2, UHRF1 binding -2, MBD2 DNA inh -6, TCR CD3 inh 3, SIAE primary -4, TDP2 absorb 6 and PRMT1 inh 4.

Retrieved by structure from above, 2 records:
`CCCCNC(=O)[C@H]1C[C@H]1[C@@H](O)[C@H](CO)NC(=O)[C@H](Cc1ccccc1)NC(=O)OC(C)(C)C` gave LEDGF integ inh -3, DDE Tn7 FP inh -3, DDE Tn6 FP inh -2, proKLK7 act 0.1, UHRF1 binding 0, MBD2 DNA inh -2, TCR CD3 inh -2, SIAE primary 5, TDP2 absorb -10 and PRMT1 inh -4.
Screening Cc1ccc(C)c(N2CCN(C(=O)CCc3nc(-c4ccc(Cl)cc4)no3)CC2)c1 returned LEDGF integ inh -3, DDE Tn7 FP inh 3, DDE Tn6 FP inh -2, proKLK7 act -0.2, UHRF1 binding -1, MBD2 DNA inh 2, TCR CD3 inh 4, SIAE primary -4, TDP2 absorb 2 and PRMT1 inh 1.
